Giardia killer: Small Molecules that selectively kill Giardia lamblia: qHTS | activity change, % at 7.66 µM, hits read low | 340,000 compounds, 0.15% hits | Giardia lamblia trophozoite viability; in the data active = activity change below about -80%; inconclusive = between about -30% and that limit;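 also: parasites exposed to compound for two days anaerobically before the ATP read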
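Giardia lamblia trophozoites (100 cells/well) were incubated with compounds for 48 h at 37 deg C under anaerobic conditions. Viability was read as ATP content by one-step luminescence after 15-30 min at room temperature.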
hERG WT inh: qHTS for Inhibitors of KCHN2 3.1: Wildtype qHTS | Voltage-gated inwardly rectifying potassium channel KCNH2 (Homo sapiens), Q12809 | 340,000 compounds, 0.37% hits | U2OS, BacMam KCNH2, thallium flux FluxOr; hits give low values | activity change, % at 1.84 µM;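 active = maximum activity change below -70%; inconclusive = maximum activity change between -70% and -50%; inactive = maximum activity change above -50%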
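U2OS cells transduced with wild-type KCNH2 virus are loaded with FluxOr dye for 45 min, and thallium flux is measured in kinetic reads before and after stimulation buffer. Rate constants are normalized to DMSO controls.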
uPA surface inh: qHTS for Inhibitors of Cell Surface uPA Generation. AID 540303, 2011. Potency, µM (series often up to 38.3 µM), without a hit: at the top dose activity change, negative = inhibition, hits mostly inhibitors. cell surface uPA generation assay, qHTS. 330,000 compounds, 0.31% hits; active = well fitted inhibition curve with a large enough effect; inconclusive = small, poorly fitted or top-dose-only effect; inactive = no such curve, though single readings can be large or run the other way; tested in mouse RAW 264.7 cells; also: potency is read from the fitted curve at half-maximal effect; nearly all actives have a fitted effect of over 55% in size
B2AR arrestin: qHTS assay of beta-arrestin-biased ligands of beta2-adrenergic receptor; 330,000 compounds, 0.02% hits; Beta-2 adrenergic receptor (Homo sapiens), P07550; Potency, µM (series often up to 46.1 µM), for inactives: at the top dose activation, most hits filed as activators; AID 492947, 2010; beta-arrestin recruitment to beta2AR, cell-based reporter;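 also: potency is read from the fitted curve at half-maximal effect; 0% = DMSO controls and full agonism = EC100 isoproterenol or metaproterenol; nearly all actives have a fitted effect of over 65% in size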
Target sequence (P07550 whole entry, looked up): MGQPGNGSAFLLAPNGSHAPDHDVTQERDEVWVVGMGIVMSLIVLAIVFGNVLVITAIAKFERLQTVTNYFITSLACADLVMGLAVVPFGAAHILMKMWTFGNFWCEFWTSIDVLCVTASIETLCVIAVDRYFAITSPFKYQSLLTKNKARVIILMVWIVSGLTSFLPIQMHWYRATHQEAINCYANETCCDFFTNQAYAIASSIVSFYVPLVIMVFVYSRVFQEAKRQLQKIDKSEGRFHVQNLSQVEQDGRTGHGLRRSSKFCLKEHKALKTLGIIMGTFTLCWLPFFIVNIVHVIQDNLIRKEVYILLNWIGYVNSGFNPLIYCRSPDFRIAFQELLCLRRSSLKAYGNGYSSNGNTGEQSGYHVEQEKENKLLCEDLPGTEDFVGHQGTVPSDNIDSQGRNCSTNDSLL
Coupling enz: qHTS Assay for Inhibitors of Fructose-1,6-bisphosphate Aldolase from Giardia Lamblia: Coupling assay counterscreen; activity change, negative = inhibition, % at 58.2 µM, hits read low; coupling enzyme system counterscreen, AmpLite Red fluorescence; 290,000 compounds, 0.67% hits; in the data active = activity change below about -30%
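Counterscreen lacking aldolase: glyceraldehyde-3-phosphate coupling-enzyme reagent preincubated 10 min at RT with compound (at 57.5 uM final), then substrate/coupling system with AmpLite Red added; fluorescence read at 525/598 nm after 20 min RT.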
KCNH2 3.1 inh: qHTS for Inhibitors of KCHN2 3.1: Mutant qHTS | Potassium voltage-gated channel subfamily H member 2, brain isoform KCNH2 3.1 (human) | U2OS KCNH2 3.1, thallium flux FluxOr; hits give low values | activity change, % (tested at about 1.8 µM) | 340,000 compounds, 0.95% hits;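 active = maximum activity change below -70%; inconclusive = maximum activity change from -70% to -50%; inactive = maximum activity change above -50%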;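 also: thallium influx rate constant from kinetic fluorescence after stimulation buffer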
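Thallium flux via FluxOr fluorescence (Red40 quencher, 45 min loading) in U2OS cells virally expressing the KCNH2 3.1 isoform (1.77 x 10^8 /mL virus, overnight at 37 C). Rate constants from 2-min kinetic reads post-stimulation, normalised to positive and negative controls.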
Eya2 inh: qHTS Assay for Inhibitors of the Phosphatase Activity of Eya2. Potency, µM (doses to about 76.9 µM), for the others: at the top dose activity, negative = inhibition, hits mostly inhibitors. 330,000 compounds, 0.006% hits. recombinant Eya2, OMFP fluorescence dephosphorylation (OMFP is methylfluorescein phosphate). Protein phosphatase EYA2 (Homo sapiens), O00167; also: potency is read from the fitted curve at half-maximal effect
Target sequence (O00167 whole entry, looked up): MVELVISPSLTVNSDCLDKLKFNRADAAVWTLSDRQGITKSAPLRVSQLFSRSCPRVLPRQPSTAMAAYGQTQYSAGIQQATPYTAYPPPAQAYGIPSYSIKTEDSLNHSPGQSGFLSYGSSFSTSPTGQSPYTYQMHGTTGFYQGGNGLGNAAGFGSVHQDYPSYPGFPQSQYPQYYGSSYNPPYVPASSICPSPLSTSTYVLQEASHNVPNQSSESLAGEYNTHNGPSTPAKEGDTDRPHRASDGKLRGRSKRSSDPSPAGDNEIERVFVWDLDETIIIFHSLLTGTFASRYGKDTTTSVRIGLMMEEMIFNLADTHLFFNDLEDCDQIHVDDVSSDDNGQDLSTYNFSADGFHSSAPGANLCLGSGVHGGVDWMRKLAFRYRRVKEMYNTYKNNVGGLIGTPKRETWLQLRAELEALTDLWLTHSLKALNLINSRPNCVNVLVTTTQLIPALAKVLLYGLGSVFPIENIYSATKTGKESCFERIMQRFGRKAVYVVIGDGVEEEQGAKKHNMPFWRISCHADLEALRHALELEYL
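Eya2 protein (added as 0.2 uM solution) was preincubated with compound for 10 min at ambient temperature in 50 mM HEPES pH 7.5, 50 mM NaCl, 5 uM MgCl2, 0.05% BSA, 1 mM DTT. OMFP (added at 50 uM) then reacted 10 min; fluorescence read at 485/525 nm.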
BCR signal inh: qHTS Assay to Find Inhibitors of Chronic Active B-Cell Receptor Signaling; ABC-DLBCL IkBa-CBG/CBR reporter, luminescence ratio, 4 h; Potency, µM (top dose mostly 46.1 µM), inactives show top-dose ratio change, negative = lower green/red ratio, usual class: inhibitors; 340,000 compounds, 0.05% hits; AID 493014, 2011; active = well fitted inhibition curve with a large enough effect in the signal ratio, with a control signal flat, not every such curve was filed as active; inconclusive = small, poorly fitted or top-dose-only effect, or effect the other way, or a change in a side signal; the % refers to the signal ratio;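 also: potency is read from the fitted curve at half-maximal effect; plate controls were basal doxycycline-induced cells for no effect and cells given 10 µM MG132 for full effect; MG132 reads +100%, hits lower the ratio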
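Doxycycline induced both beetle luciferases in TMD8 lymphoma cells; IKK-driven degradation limits the IkappaBalpha-fused green signal, while red luminescence normalises for cell number and nonspecific effects. Compounds tested up to 46 uM, 4 hrs.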
USP2a block: qHTS Assay for Inhibitors of Ubiquitin-specific Protease USP2a Using CHOP2 as the Reporter. Ubiquitin carboxyl-terminal hydrolase 2 (Homo sapiens), O75604. USP2 core, Ub-CHOP2 coupled fluorogenic reporter, 485/531. Potency, µM (series often up to 38.3 µM), for inactives: top-dose activity change, negative = inhibition, usual class: inhibitors. 330,000 compounds, 0.01% hits;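 also: potency is read from the fitted curve at half-maximal effect; plate controls were DMSO wells for no effect and full inhibition by NEM control for full effect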
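USP2 core (10nM final) preincubated 30min RT with compound in 20mM Tris-HCl pH 8.0, 2mM CaCl2, 2mM beta-mercaptoethanol, 0.05% CHAPS; 25nM Ub-CHOP2 plus 25nM reporter substrate added, fluorescence (Ex485/Em531) read after 60min.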
PKM2 act: qHTS Assay for Activators of Human Muscle isoform 2 Pyruvate Kinase; Potency, µM (doses to about 57.5 µM), without a hit: at the highest dose activation, usual class: activators; AID 1631, 2009; 260,000 compounds, 0.34% hits; purified PKM2, Kinase-Glo ATP luminescence, activation; response scale: 0% is enzyme alone, no compound; Pyruvate kinase PKM (Homo sapiens), P14618; also: potency is read from the fitted curve at half-maximal effect; nearly all actives have a fitted effect of over 55% in size
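Kinase-Glo luminescence reports ATP generated from ADP (0.1 mM) and PEP (0.5 mM) by purified hPK-M2 after 1 h at room temperature, pH 7.2 imidazole buffer; intermediate enzyme activity allows detecting inhibitors and activators.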
GALK inh: qHTS Assay for Inhibitors of Human Galactokinase (GALK); P51570; Purified GALK, Kinase-Glo residual ATP luminescence; Potency, µM (doses to about 57.5 µM), for the others: at the top dose activity change, negative = inhibition, hits mostly inhibitors; 270,000 compounds, 0.007% hits; AID 1868, 2009; also: potency is read from the fitted curve at half-maximal effect
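Kinase-Glo Plus luminescence measured ATP left after a 1 h room-temperature reaction. The reaction used 5 nM GALK, 100 uM galactose and 35 uM ATP at pH 8.0 (20 mM HEPES, 5 mM MgCl2, 60 mM NaCl, 1 mM DTT, 0.01% BSA).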
An asterisk follows results filed as active; [ ] = dose if it differs, or a comment. Unless noted, calls follow the shape of the dose curve; as a rule, active = well fitted curve in the direction sought with a large enough effect; inconclusive = small, poorly fitted or top-dose-only effect, or another doubt; inactive = no such curve, though single readings can be large; an effect the other way counts as inactive or inconclusive. Unless noted, % is scaled to controls: 0 for no effect and ±100 for the full control effect.

How did Fc1ccc(CNc2ncnc3cc(Cl)ccc23)cc1 do in these assays?
Giardia killer: 9; hERG WT inh: 5; uPA surface inh: -5%; B2AR arrestin: 0.0%; Coupling enz: 4; KCNH2 3.1 inh: 6; Eya2 inh: 5%; BCR signal inh: 0%; USP2a block: 4%; GALK inh: 11%

How did Cc1ccc(NC(=O)C2C(C(=O)O)C3C=CC2C32CC2)cc1 (stereo not given) do in these assays?
Giardia killer: -5; hERG WT inh: -7; uPA surface inh: -4%; B2AR arrestin: 0.2%; Coupling enz: 0; KCNH2 3.1 inh: 0; Eya2 inh: -1%; BCR signal inh: 3%; USP2a block: -1%; PKM2 act: 3%; GALK inh: 0%

How did CCc1ccc(N(C(=O)CNC(=O)c2cccs2)C(C(=O)NC(C)(C)C)c2cc(OC)c(OC)c(OC)c2)cc1 (stereo not given) do in these assays?
Giardia killer: -4; hERG WT inh: 0; uPA surface inh: 1%; B2AR arrestin: -0.6%; Coupling enz: -3; KCNH2 3.1 inh: 1; Eya2 inh: -5%; BCR signal inh: -3%; USP2a block: 0%; PKM2 act: -2%; GALK inh: 9%

What do the screens show for `COc1ccccc1C(=O)Nc1ccc(C(=O)c2ccccc2)cc1`?
Giardia killer: 46[activator]; hERG WT inh: inactive; uPA surface inh: -1%; B2AR arrestin: -1.1%; Coupling enz: -17; KCNH2 3.1 inh: -7; Eya2 inh: 11%; BCR signal inh: 0%; USP2a block: 0%; PKM2 act: -3%; GALK inh: 1%

Results for C[C@H](NC(=O)c1nc[nH]c1C(=O)N[C@@H](CCCCN)C(=O)OC(C)(C)C)C(=O)OCc1ccccc1 ?
Giardia killer: 23; hERG WT inh: -9; uPA surface inh: 9%; B2AR arrestin: 0.1%; KCNH2 3.1 inh: -18; Eya2 inh: -6%; BCR signal inh: -1%; USP2a block: 1%

How did CCOc1ccccc1NC(=O)c1nc[nH]c1C(=O)Nc1ccccc1OCC do in these assays?
Giardia killer: 7; hERG WT inh: 2; uPA surface inh: 4%; B2AR arrestin: -0.1%; Coupling enz: 4; KCNH2 3.1 inh: -7; Eya2 inh: 9%; BCR signal inh: -4%; USP2a block: -1%; PKM2 act: -3%; GALK inh: -2%

Results for CCOC(=O)c1c[nH]c2c(C)ccc(Cl)c2c1=O ?
Giardia killer: 0; hERG WT inh: 1; uPA surface inh: 1%; B2AR arrestin: -0.3%; Coupling enz: 0; KCNH2 3.1 inh: 18; Eya2 inh: -6%; BCR signal inh: -1%; USP2a block: 0%; PKM2 act: -4%; GALK inh: 4%

What do the screens show for `CCCC(=O)Nc1nc(-c2ccc(Cl)s2)cs1`?
Giardia killer: -1; hERG WT inh: 8; uPA surface inh: -26%; B2AR arrestin: 0.2%; Coupling enz: -1; KCNH2 3.1 inh: -4; Eya2 inh: -1%; BCR signal inh: inconclusive; USP2a block: -1%; PKM2 act: -5%; GALK inh: 2%

Results for COc1ccccc1S(=O)(=O)CC(O)COc1ccc(F)cc1Cl (stereo not given) ?
Giardia killer: 13; hERG WT inh: 5; B2AR arrestin: -0.6%; Coupling enz: 1; KCNH2 3.1 inh: -12; Eya2 inh: -1%; BCR signal inh: 0%; USP2a block: 0%; PKM2 act: -3%; GALK inh: -1%

What do the screens show for `O=C(Cc1ccccc1Cl)NCc1cccnc1`?
Giardia killer: 20; hERG WT inh: 1; uPA surface inh: 4%; B2AR arrestin: 0.5%; Coupling enz: -1; KCNH2 3.1 inh: -1; Eya2 inh: 8%; BCR signal inh: -1%; USP2a block: 1%; PKM2 act: 5%; GALK inh: 3%

What do the screens show for `Cc1ccc(CNC(=O)C2CCCN(S(=O)(=O)c3ccc(F)cc3)C2)cc1` (stereo not given)?
Giardia killer: -8; hERG WT inh: 5; uPA surface inh: 0%; B2AR arrestin: 0.0%; Eya2 inh: 2%; BCR signal inh: 0%; USP2a block: -1%; PKM2 act: -1%; GALK inh: -2%

Results for CCCOc1ccccc1OCC(=O)Nc1ccc(S(=O)(=O)N2CCCC2)cc1 ?
Giardia killer: -8; hERG WT inh: 35; uPA surface inh: 11%; B2AR arrestin: -1.1%; KCNH2 3.1 inh: -9; Eya2 inh: 5%; BCR signal inh: 2%; USP2a block: -1%

How did COc1ccc(-c2csc(NC(=O)CN3C(=O)NC4(CCCC4)C3=O)n2)cc1 do in these assays?
Giardia killer: -7; hERG WT inh: -9; uPA surface inh: -4%; B2AR arrestin: 0.1%; KCNH2 3.1 inh: -3; Eya2 inh: 9%; BCR signal inh: inconclusive; USP2a block: -1%

What do the screens show for `O=C1/C(=C\c2ccc(-c3ccccc3[N+](=O)[O-])o2)C(c2ccccc2)=NN1c1ccccc1`?
Giardia killer: -11; hERG WT inh: -4; uPA surface inh: -5%; B2AR arrestin: -0.9%; Coupling enz: -1; KCNH2 3.1 inh: -2; Eya2 inh: -8%; BCR signal inh: 4%; USP2a block: -1%; PKM2 act: 14%; GALK inh: -3%

Results for CCOC(=O)c1cc2sccc2n1Cc1ccccc1 ?
Giardia killer: -3; hERG WT inh: -4; B2AR arrestin: -0.1%; Coupling enz: 5; KCNH2 3.1 inh: -17; Eya2 inh: -1%; BCR signal inh: inconclusive; USP2a block: -2%; PKM2 act: 1%; GALK inh: 1%

How did CC(C)OP(=O)(CCP(=O)(OC(C)C)OC(C)C)OC(C)C do in these assays?
Giardia killer: 11; hERG WT inh: 0; uPA surface inh: 3%; B2AR arrestin: -0.9%; Coupling enz: 3; KCNH2 3.1 inh: 0; Eya2 inh: 1%; BCR signal inh: 0%; USP2a block: -4%; PKM2 act: -6%; GALK inh: -1%

Results for CC(C)(/C=N/O)/[N+]([O-])=C/c1ccco1 ?
Giardia killer: 0; hERG WT inh: 18; uPA surface inh: 9%; B2AR arrestin: -0.5%; Coupling enz: 0; KCNH2 3.1 inh: 7; Eya2 inh: 4%; BCR signal inh: 1%; USP2a block: -11%; PKM2 act: -6%; GALK inh: 0%

How did COc1ccccc1OCC(=O)Nc1ccc(S(=O)(=O)Nc2cc(C)on2)cc1 do in these assays?
Giardia killer: 4; hERG WT inh: -3; uPA surface inh: 0%; B2AR arrestin: 0.3%; Coupling enz: 6; KCNH2 3.1 inh: -20; Eya2 inh: -1%; BCR signal inh: 1%; USP2a block: -1%; PKM2 act: 1%; GALK inh: 0%

Results for CCOc1cc(N2CCOCC2)c(OCC)cc1NC(=O)Cc1cccc(OC)c1 ?
Giardia killer: -4; hERG WT inh: 5; uPA surface inh: 13%; B2AR arrestin: -0.1%; Coupling enz: -1; KCNH2 3.1 inh: -10; Eya2 inh: -1%; BCR signal inh: inconclusive; USP2a block: 0%; PKM2 act: 0%; GALK inh: 2%

How did CCCCN1C[C@H](C)[C@@H](CC(=O)NCc2ccccc2)C1=O do in these assays?
Giardia killer: 2; hERG WT inh: 2; uPA surface inh: 13%; B2AR arrestin: -1.0%; Coupling enz: 1; KCNH2 3.1 inh: inconclusive; Eya2 inh: 6%; BCR signal inh: 3%; USP2a block: -1%; PKM2 act: 2%

How did COc1ccc(C2=NN(C(=O)CN3CCCCC3)C(c3ccc(OC)cc3)C2)cc1 (stereo not given) do in these assays?
Giardia killer: 7; hERG WT inh: 1; uPA surface inh: 11%; B2AR arrestin: 0.2%; Coupling enz: 2; KCNH2 3.1 inh: 10; Eya2 inh: 8%; BCR signal inh: -16%; USP2a block: 0%; PKM2 act: 3%; GALK inh: 0%

How did O=C(/C=C/c1ccc(Cl)cc1)N1CCN(c2ccc([N+](=O)[O-])c(N3CCOCC3)c2)CC1 do in these assays?
Giardia killer: 15; hERG WT inh: -30; uPA surface inh: 1%; B2AR arrestin: 0.1%; Coupling enz: -3; KCNH2 3.1 inh: inconclusive; Eya2 inh: -9%; BCR signal inh: -9%; USP2a block: 0%; PKM2 act: -10%; GALK inh: -3%

Assay outcomes from PubChem.
